# Screens from PubChem BioAssay.
# HT1080 IDH1KD tx: toxicity to HT-1080 IDH1 knockdown cells (counter line) | HT-1080 IDH1 knockdown viability, ATP luminescence, 48 h | Potency, µM (top dose mostly 46.1 µM), inactives show at the highest dose activity, negative = toxicity, usual class: cytotoxic | 360,000 tested, 2% active | AID 686971;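 note: 0% = DMSO wells and -100% = cell-free medium wells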
#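 Luminescent ATP read-out (CellTiter-Glo, 10 min at room temperature) after 48 h compound exposure at 37 °C gave viability of IDH1-knockdown HT-1080 cells. Activity was normalised to DMSO and cell-free wells, then fitted as concentration-response curves.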
# GLP1R ag: activates the human GLP-1 receptor | P43220 | HEK293 GLP-1R CRE-luciferase, luminescence, 4-6 h; cells express a hypersensitive GLP-1R form | Potency, µM (series often up to 45.6 µM), for the others: top-dose activation, actives largely listed as activators | 380,000 tested, 0.007% active | AID 624172; note: % of control where 0% means no effect
# Target sequence (P43220 whole entry, looked up): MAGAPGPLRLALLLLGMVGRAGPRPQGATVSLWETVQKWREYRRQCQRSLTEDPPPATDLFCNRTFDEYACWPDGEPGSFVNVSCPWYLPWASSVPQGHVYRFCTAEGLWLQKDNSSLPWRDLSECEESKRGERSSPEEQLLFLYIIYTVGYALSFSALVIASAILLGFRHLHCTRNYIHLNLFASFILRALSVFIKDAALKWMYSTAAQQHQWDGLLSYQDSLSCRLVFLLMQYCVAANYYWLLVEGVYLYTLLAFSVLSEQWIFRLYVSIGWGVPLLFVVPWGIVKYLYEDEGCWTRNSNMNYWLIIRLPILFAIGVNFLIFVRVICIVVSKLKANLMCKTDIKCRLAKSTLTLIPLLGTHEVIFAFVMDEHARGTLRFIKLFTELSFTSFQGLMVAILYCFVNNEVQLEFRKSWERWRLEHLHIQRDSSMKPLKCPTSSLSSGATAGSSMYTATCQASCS
# TDP43 rescue: rescues yeast growth from TDP-43 toxicity; 410,000 tested, 1.8% active; TDP-43 expressing yeast growth rescue, BacTiter-Glo, 24 h; Potency, µM (titrated, usually from 46.1 µM), without a hit: at the highest dose growth rescue (activation), usual class: activators; note: % of control where 0% means no effect; nearly all actives have a fitted effect of over 50% in size
#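 Yeast expressing TDP-43 (pregrown in raffinose, seeded at OD600=0.02 in galactose medium) exposed to compounds 24 hr at 30 deg C. Growth read by BacTiter-Glo luminescence; rescue of toxicity appears as increased signal.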
# KB-V1 cytotox: kills drug-selected multidrug resistant KB-V1 cells; KB-V1 MDR cells viability, CellTiter-Glo, 72 h; Potency, µM (highest dose often 46.1 µM), inactives show at the top dose activity change, negative = cytotoxicity, usual class: cytotoxic; 400,000 tested, 3.4% active; AID 1347076; note: % is set by controls: 0 for no effect and ±100 for the full control effect; nearly all actives have a fitted effect of over 60% in size
#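 KB-V1 MDR subline cells in DMEM (phenol-red free, 10% FBS) exposed to compounds in qHTS concentration series for 72 h at 37 degrees C. Viability read by CellTiter-Glo luminescence; concentration-effect curves fitted after normalization and correction.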
# GLP-1R inv ag: acts as inverse agonist at human GLP-1 receptor. AID 624417. Potency, µM (top dose mostly 38.3 µM), for the others: top-dose activity change, negative = inhibition, actives largely listed as inhibitors. HEK293 GLP-1R CRE-luciferase, luminescence, 24 h; GLP-1R form is constitutively active. P43220. 410,000 tested, 1.6% active; note: % is set by controls: 0 for no effect and ±100 for the full control effect; nearly all actives have a fitted effect of over 55% in size
#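 Inverse agonism was detected as reduced cAMP-driven luciferase luminescence after 24 h compound treatment. The cells were HEK293 clones expressing constitutively active human GLP-1R with the reporter. Reporter-only and GPR119 cell lines served as counterscreen controls.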
# HT1080-NT tox: kills 2HG-producing HT-1080-NT fibrosarcoma cells; HT-1080-NT fibrosarcoma viability, CellTiter-Glo ATP luminescence, 48 h; Potency, µM (titrated, usually from 46.1 µM), without a hit: at the highest dose activity, negative = less viability, hits mostly cytotoxic; 360,000 tested, 1.6% active;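 note: NT is the 2HG producing partner of a matched IDH1 knockdown line; 0% = DMSO-treated cells and -100% = media-only wells without cells; nearly all actives have a fitted effect of over 55% in size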
#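 Viability by CellTiter-Glo luminescence after 48 h compound exposure at 37C of HT-1080-NT cells (750/well, RPMI, 5% FBS). % activity scaled between DMSO wells and medium-only wells, then curve-fitted and categorized by curve class.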
# KB-3-1 tox: KB-3-1 parental cell cytotoxicity. AID 1347075. 400,000 tested, 1.4% active. Potency, µM (top dose mostly 46.1 µM), for inactives: top-dose activity change, negative = cytotoxic, usual class: cytotoxic. KB-3-1 viability, CellTiter-Glo ATP luminescence, 72 h; note: % is set by controls: 0 for no effect and ±100 for the full control effect; nearly all actives have a fitted effect of over 60% in size
#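 Viability of parental KB-3-1 cells, measured by CellTiter-Glo luminescence, followed a 72 h incubation at 37 °C with pinned compounds in phenol-red-free DMEM containing 10% FBS.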
# GLP1R cytotox: cytotoxic in the GLP-1 receptor inverse agonist counter-screen | Potency, µM (doses to about 38.3 µM), inactives show at the highest dose activity change, negative = inhibition, hits mostly inhibitors | HEK293 cAMP-luciferase reporter cells, luminescence, 24 h | 410,000 tested, 0.13% active | AID 624418;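 note: loss of luciferase light is scored as toxicity; % is set by controls: 0 for no effect and ±100 for the full control effect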
#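 Luminescence readout: signal drop marks cytotoxicity. Plated cells grew 12 h at 37 °C, 5% CO2, received 23 nL compound for 24 h, then got luciferase reagent, read after 12 min at RT.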
# SW480 rereplic: DNA re-replication induction in SW480 cells; SW480 DNA re-replication, Hoechst DNA content imaging, 48 h; Potency, µM (doses to about 46.1 µM), for inactives: top-dose re-replication activation, usual class: activators; AID 624297; 340,000 tested, 1.8% active; note: % of control where 0% means no effect; nearly all actives have a fitted effect of over 55% in size
#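 250 cells/well; 23 nL cpd via pin tool; 48 hr, 37 C, 5% CO2; Hoechst 40 min; imager read of total nuclear intensity, ex 405/em 500-530 nm.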
# Numbers without * were called inactive; ? = inconclusive; · = not tested or not shown; & = joins results of further samples; [ ] = another dose, or the depositor's remark. Calls come from the whole dose curve; as a rule, active = well fitted curve in the direction sought with a large enough effect; inconclusive = small, poorly fitted or top-dose-only effect, or another doubt; inactive = no such curve, though single readings can be large; an effect the other way counts as inactive or inconclusive. Potency is the fitted concentration of half-maximal effect.
SMILES,HT1080 IDH1KD tx,GLP1R ag,TDP43 rescue,KB-V1 cytotox,GLP-1R inv ag,HT1080-NT tox,KB-3-1 tox,GLP1R cytotox,SW480 rereplic
CCCCn1c(N)c(S(=O)(=O)c2ccc(C)cc2)c2nc3ccccc3nc21,?,13%,-14%,?,?,?,?,22%,0.65µM*
CCOC(=O)c1c[nH]c2ccc([N+](=O)[O-])cc12,?,19%,21%,3%,7%,-6%,-8%,-1%,3%
CC(=O)C(Sc1ccc2nnc(-c3cccnc3)n2n1)C(C)=O,-1%,-1%,-2%,?,4%,-4%,-1%,2%,-29%
CCCc1cc(SCC(=O)Nc2c(C)n(C)n(-c3ccccc3)c2=O)n2c(nc3ccccc32)c1C#N,4%,-4%,16%,15%,-8%,3%,21%,10%,0%
Cc1c(C(=O)Nc2cccc(Cl)c2)cn2c(nc3ccccc32)c1C#N,-3%,-5%,8%,-22%,14%,-8%,-17%,75%[activator],2%
CC(OC(=O)Cc1cccc(C(F)(F)F)c1)C(=O)Nc1ccc(Cl)cn1 (configuration not stated),?,2%,?,8%,8%,8%,0%,0%,-3%
Cc1ccc(C(=O)N2CCCCC2)cc1S(=O)(=O)N1CCCCCC1,1%,-5%,0%,5%,-11%,-3%,5%,-7%,-4%
CSCCC(C(=O)Nc1c(C)cccc1C)n1c(-c2cnc(C)cn2)nc2ccccc21 (configuration not stated),-1%,·,20%,?,4%,-13%,6%,8%,·
CCN(CC)c1ccc(/C=N/NC(=O)c2cnccn2)c(O)c1,?,0%,16%,?,?,?,0.73µM*,?,?
CCc1n[nH]c(=S)n1/N=C/c1cc(Br)c(OC)cc1OC,2%,-4%,8%,?,27%,-3%,13%,6%,-2%
CCn1ncc(Cl)c1C(=O)NC(=S)Nc1c(C)cc(C)cc1[N+](=O)[O-],2%,0%,?,-18%,?,-4%,0%,?,4%
CCN(CC)CCOC(=O)C1(C2CCCCC2)CCCCC1,-9%,-4%&2%,0%,-18%,-16%,-7%,0%,19%,21%&-16%
COc1ccc2c(c1)[nH]c1c(=O)n(CCC3=CCCCC3)cnc12,11%,17%,-3%,-5%,3%,10%,-10%,-12%,-8%
Cc1cccc(NC(=O)COC(=O)CC2CCCC2)c1C,7%,7%,1%,0%,2%,15%,6%,-6%,-477%[inhibitor]
CCn1c(SCc2nc3ccccc3[nH]2)nnc1-c1ccccc1OC,-3%,0%,6%,-10%,1%,-1%,-12%,1%,-3%
Cc1ccc([N+](=O)[O-])c(C(=O)N/N=C/c2cccs2)c1,-17%,11%,3%,-20%,?,-16%,3%,-5%,1%
COc1ccc(Cn2c(=O)cc(C)[nH]c2=S)cc1,16%,-4%,1%,-22%,13%,12%,8%,3%,-6%
COC(=O)c1c(NC(=O)C2c3ccccc3Oc3ccccc32)sc2c1CCC(C)C2 (configuration not stated),·,·,-17%,15%,-9%,·,2%,-3%,·
CC(C)CN(C(=O)c1ccc([N+](=O)[O-])s1)c1c(N)n(Cc2ccccc2)c(=O)[nH]c1=O,6%,-4%,-7%,16%,9%,0%,-19%,-6%,?
Cc1occc1C(=O)N1CCN(c2ccccc2)CC1,5%,-7%,-2%,?,12%,0%,7%,2%,?
Cc1ccc(NC(=O)C(=O)NCC(c2cccnc2)N2CCN(C)CC2)cc1 (configuration not stated),·,·,18%,?,6%,·,0%,-4%,·
O=S1(=O)N=C(N2CCc3ccccc3C2)c2ccccc21,-8%,-5%,6%,-5%,17%,-6%,-22%,3%,-7%
Cc1ccc(NC(=O)c2oc3ccc4c(c3c2C)C(=O)CC(C)(C)O4)c(C)c1,·,2%,11%,0%,13%,·,3%,2%,·
O=C(CNC(=O)c1ccc2c(=O)n3c(nc2c1)CCC3)Nc1ccc(F)c(F)c1,2%,1%,-25%,5%,1%,-5%,-6%,-1%,1%
Cc1nc(-c2ccccn2)sc1C(=O)Nc1ccc(Cl)c(Cl)c1,1%,1%,1%,18µM*,?,-8%,21%,-27%,0%
O=C(Nc1c(C(=O)N2CCCC2)cnn1-c1ccccc1)c1cccc(F)c1,6%,0%,2%,?,-3%,8%,19%,3%,-15%
CC1CCN(C2=NC(=O)/C(=C/c3ccc(O)cc3)S2)CC1,-1%,22%,9%,?,18%,-7%,7%,-1%,-2%
COC(=O)[C@H](Cc1ccccc1)NC(=O)NCCC1=CCCCC1,?,6%,-78%[inhibitor],9%,0%,2%,1%,-20%,1%
CC1(C(=O)NCc2cccc3ccccc23)CCN1Cc1ccc(-c2ccccc2)o1 (configuration not stated),?,-1%,-1%,?,?,?,?,4%,·
CCOc1ccc(S(=O)(=O)NCCC(=O)NC2=NCCS2)cc1,-6%,2%,4%,-11%,5%,1%,-4%,1%,1%
CN1CCN(S(=O)(=O)c2ccccc2)C(c2ccccc2)C1 (configuration not stated),-8%,-1%,-1%,8%,-7%,0%,-10%,-2%,?
O=Cc1cn(-c2ccccc2)nc1-c1ccccn1,14%,24%,-45%,1%,13%,-1%,11%,-8%,-47%[inhibitor]
O=C(COC(=O)/C=C/c1ccc(S(=O)(=O)N2CCCCCC2)cc1)NCc1ccccc1Cl,-8%,-1%,-3%,0%,8%,3%,0%,69%[activator],-7%
COC(=O)c1cn(-c2nc(C)c3c(n2)CCC3)nn1,18%,2%,9%,2%,17%,12%,14%,-18%,1%
COC(=O)C1=C(C)NC(C)=C(C(=O)OC)C1C(=O)OC(C)C(=O)c1ccccc1 (configuration not stated),4%&-3%,15%&16%,5%,?,1%&6%,3%&-9%,2%&5%,-24%&-6%,1%&-6%
COc1ccc(Nc2nnc(Cc3ccccc3)c(=O)[nH]2)c(OC)c1,10%,-5%,10%,14%,-9%,6%,11%,-23%,0%
Cc1ccc(NC(=O)/C(=C/c2cccc(Br)c2)NC(=O)c2ccco2)cc1,?,2%,18%,-29%,?,-19%,-7%,-1%,?
O=C1CCc2cc(NS(=O)(=O)c3ccc(Cl)cc3)cc3c2N1CC3,-19%,2%,-23%,-16%,24%,-6%,-10%,-2%,1%
Cc1nc(C)c(-c2nnc(-c3ccccc3Cl)o2)cc1C(=O)NN,3%,10%,-9%,?,6%,23%,24%,-7%,-49%[inhibitor]
Cc1cc(NC(=O)Cc2cn3ccsc3n2)n(-c2ccccc2)n1,15%,-4%,-7%,-1%,23%,10%,-1%,3%,0%
CCOC(=O)c1cnc(SCc2nc(N)nc(Nc3ccc(C)cc3)n2)nc1N,?,30%,21%,?,83%[activator],?,?,-8%,?
COc1cc2c(cc1OC)-c1cc(Nc3ccccc3C)nc(=O)n1CC2,-5%,?,-23%,-2%,195%[activator],-2%,-12%,0%,-13%
COc1cc(Nc2ccc(C(=O)O)cc2[N+](=O)[O-])cc(OC)c1,3%,-1%,0%,?,9%,4%,2%,-17%,14%
CC(C)(C)C(=O)Nc1ccc2c(c1)-c1cc(NC(=O)C(C)(C)C)ccc1C2,3%,-1%,-14%,-1%,-21%,0%,8%,-6%,18%
CN(C(=O)c1cccc(NC(=O)Cc2ccc(NC(=O)C3CCCN(S(=O)(=O)c4cccc([N+](=O)[O-])c4)C3)cc2)c1)C1CCCC1 (configuration not stated),-4%,2%,15%,8%,-1%,3%,2%,0%,12%
O=C(CCC(=O)Nc1ccc(Cl)cc1Cl)NNC(=O)Nc1ccccc1,-9%,12%,-6%,1%,-6%,-4%,-5%,-6%,-3%
O=c1[nH]c2ccc(S(=O)(=O)Nc3ccc(-c4nnc5n4CCCCC5)cc3)cc2o1,1%,-4%,5%,-2%,7%,-3%,2%,-18%,1%
CCOC(=O)CSc1nc2ccccc2c(=O)n1CCC(=O)NCCc1ccc(OC)c(OC)c1,1%,1%,0%,?,7%,-1%,16%,-12%,-17%

# Overlap with the part before: five entries, then new ones.
SMILES,HT1080 IDH1KD tx,GLP1R ag,TDP43 rescue,KB-V1 cytotox,GLP-1R inv ag,HT1080-NT tox,KB-3-1 tox,GLP1R cytotox,SW480 rereplic
CC(C)(C)C(=O)Nc1ccc2c(c1)-c1cc(NC(=O)C(C)(C)C)ccc1C2,3%,-1%,-14%,-1%,-21%,0%,8%,-6%,18%
CN(C(=O)c1cccc(NC(=O)Cc2ccc(NC(=O)C3CCCN(S(=O)(=O)c4cccc([N+](=O)[O-])c4)C3)cc2)c1)C1CCCC1 (configuration not stated),-4%,2%,15%,8%,-1%,3%,2%,0%,12%
O=C(CCC(=O)Nc1ccc(Cl)cc1Cl)NNC(=O)Nc1ccccc1,-9%,12%,-6%,1%,-6%,-4%,-5%,-6%,-3%
O=c1[nH]c2ccc(S(=O)(=O)Nc3ccc(-c4nnc5n4CCCCC5)cc3)cc2o1,1%,-4%,5%,-2%,7%,-3%,2%,-18%,1%
CCOC(=O)CSc1nc2ccccc2c(=O)n1CCC(=O)NCCc1ccc(OC)c(OC)c1,1%,1%,0%,?,7%,-1%,16%,-12%,-17%
CCOc1ccc(N2C(=O)c3cccnc3C2Nc2ccc(C)cc2)cc1 (configuration not stated),6%,1%,-3%,9%,0%,1%,-5%,9%,-4%
COc1ccc([C@H]2CC(=O)C[C@@H](CCn3cc(-c4cccnc4)nn3)O2)cc1,11%,5%,21%,?,11%,7%,3%,0%,·
Cc1nc(N2CCN(C(=O)c3ccco3)CC2)nc2c1C(=O)CC(C)C2 (configuration not stated),10%,-2%,?,-9%,32%[activator],16%,4%,0%,-1%
CC(=O)N1CCN(S(=O)(=O)c2cccc(C(=O)Nc3nc4ccccc4[nH]3)c2)CC1,9%,-15%,8%,?,23%,17%,-4%,-7%,0%
CCN(CC)c1ccc(-c2nnc(SCC(=O)Nc3ccccc3C#N)n2-c2ccccc2)cc1,-23%,-2%,14%,-7%,?,-23%,?,-28%,10%
O=C(NCCCN1CCN(c2ccc(F)cc2)CC1)Nc1ccccc1Cl,·,-2%,-7%,-6%,?,·,10%,4%,·
CCOC(=O)c1c(C)[nH]c(-c2csc(C)n2)c1C,-18%,5%,27%,?,-1%[7.66 µM],0%,0%,-11%[7.66 µM],-2%
